Screening data: PubChem BioAssay, several laboratories
ROMK mod: human ROMK K+ channel modulation, primary screen; P48048; Tet-inducible ROMK, thallium flux fluorescence; actives lie on both sides; B-score at 10 µM; 2% of 130,000 active; AID 1918;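 active = signal ratio slope over the read window, or its plate-corrected B-score, at least 3 SD from the plate mean, either direction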;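 note: B-score of the F/F0 ratio slope over 7 to 12 s after thallium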
Target sequence (P48048 whole entry, looked up): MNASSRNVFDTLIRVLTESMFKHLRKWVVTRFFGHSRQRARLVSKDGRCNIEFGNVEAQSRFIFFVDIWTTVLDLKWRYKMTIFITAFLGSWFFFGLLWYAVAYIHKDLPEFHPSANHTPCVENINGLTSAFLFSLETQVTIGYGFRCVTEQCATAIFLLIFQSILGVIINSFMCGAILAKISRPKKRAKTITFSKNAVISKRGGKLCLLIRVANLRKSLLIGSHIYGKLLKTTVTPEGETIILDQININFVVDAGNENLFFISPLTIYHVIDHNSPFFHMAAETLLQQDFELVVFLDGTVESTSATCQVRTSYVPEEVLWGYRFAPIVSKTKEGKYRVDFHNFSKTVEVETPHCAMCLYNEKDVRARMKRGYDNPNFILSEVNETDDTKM
S1P3 antag: antagonists of human S1P3 receptor; Q99500; CHO S1P3 NFAT-BLA reporter, FRET fluorescence, antagonist mode; inhibition, % at 4.98 µM; 0.27% of 170,000 active;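 active = inhibition above the plate cutoff, the mean inhibition of test wells on that plate plus 3 SD, cut at about 28% in these data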;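 note: cells challenged with S1P at its EC80 of 0.8 µM; blue over green emission ratio from cleaved BLA substrate after 4 h stimulation; 0% = S1P-stimulated wells and 100% = unstimulated DMSO-only wells; some compounds past the cut are filed as inactive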
Target sequence (Q99500 whole entry, looked up): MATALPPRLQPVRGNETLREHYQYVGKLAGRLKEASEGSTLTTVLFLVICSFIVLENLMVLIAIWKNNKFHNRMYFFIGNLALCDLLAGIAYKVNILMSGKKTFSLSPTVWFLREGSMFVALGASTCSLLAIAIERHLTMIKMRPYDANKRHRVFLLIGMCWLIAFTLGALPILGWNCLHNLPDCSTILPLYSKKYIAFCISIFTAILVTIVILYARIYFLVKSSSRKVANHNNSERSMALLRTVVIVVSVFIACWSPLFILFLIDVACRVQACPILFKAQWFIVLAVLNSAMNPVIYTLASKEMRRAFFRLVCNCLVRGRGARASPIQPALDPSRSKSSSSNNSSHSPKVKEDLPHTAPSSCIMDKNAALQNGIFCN
* marks the source's active call; other numbers are inactive results. A portion of the library; rates above refer to the full screens.

ROMK mod	S1P3 antag	SMILES
0.0033	-17	Cc1ccc(-c2cc(Cc3ccccn3)c(=O)[nH]n2)cc1
-0.075	4	O=C(Oc1ccccc1N1CCOCC1)c1ccccc1
0.091	1	COc1ccc(CN2CCOCCOCCN(Cc3ccc(OC)cc3)CCOCCOCC2)cc1
0.17	3	Cc1c(-c2nc(-c3ccc(C(F)(F)F)cc3)no2)n(C)oc1=O
0.065	4	COc1ccc(NC(=O)CSc2nc(N)c(NC(=O)c3cccs3)c(=O)[nH]2)cc1
-0.22	9	N=c1ccn(Cc2ccc([N+](=O)[O-])cc2)cc1
-0.089	-5	CC(=O)Nc1ccc(NC=C(C#N)C#N)cc1
-0.51	8	Cc1cc(C(=O)NN)c(Cl)cc1Cl
-0.89	1	C=CCn1c(C(CC)CC)nc2ccccc21
0.55	-3	CCOC(=O)c1ccccc1OCc1cc(/C=N/NC(=O)c2ccncc2)ccc1OC
-0.71	3	NC(=O)C1CCN(CC(=O)Nc2ccccc2N2CCOCC2)CC1
0.76	-6	CC(C)Nc1ccc(Cl)cc1[N+](=O)[O-]
0.057	-3	CCNC(=O)NC(=O)c1csc([N+](=O)[O-])c1
0.035	2	Cc1cccc(-c2n[nH]c(=S)n2/N=C/c2cccs2)c1
-0.18	-12	CCOC(=O)C1C(c2ccc([N+](=O)[O-])cc2)C2C(=O)NN=C2CC1(C)O (stereo not given)
-0.14	6	COc1cc(C(Nc2ccc(S(=O)(=O)NCC3CCCO3)cc2)C(=O)NC(C)(C)C)cc(OC)c1OC (stereo not given)
0.75	-8	COc1ccccc1/C=[N+](\[O-])C1SC(=S)N(C)C1(C)C (stereo not given)
0.052	-17	CCCOCC(O)CC(Cc1ccccc1)C(=O)NN (stereo not given)
1	-18	O=C1CN(C(=O)COc2ccc(F)cc2Cl)c2ccccc2N1
0.08	-9	CCOP(=O)(c1ccc(N(C)C)cc1)C(O)c1ccncc1 (stereo not given)
-0.25	0	Cc1nn(CCCC(=O)Nc2cnn(Cc3ccc(F)cc3)c2)c(C)c1[N+](=O)[O-]
0.5	2	O=C(NC1CC1)c1cc(-c2ccco2)nc2ccccc12
0.47	4	CCc1cc(C(=O)c2ccc(OC)cc2)c(NC(=O)CC(C)(C)CC(=O)O)s1
-0.071	7	Cn1c(SCC(=O)Nc2ccc(Br)cc2)nc(O)cc1=O
-0.49	3	C=CCOc1ccc(C2=NO[C@@H]3[C@@H]4C[C@@H]([C@H]5C(=O)N(C)C(=O)[C@@H]45)[C@H]23)cc1
-0.19	-9	CC1=CC(=Nc2c(C)n(C)n(-c3ccccc3)c2=O)C=CC1=O
1.6	5	CC(C)n1c(C(F)(F)F)nc2cc(C(=O)N3CCCCC3)ccc21
-0.0075	-16	COC(=O)c1ccc(NC(=O)CC2C(=O)N(C)C(=S)N2Cc2ccc(S(N)(=O)=O)cc2)cc1 (stereo not given)
-0.62	8	COc1cccc(CNC(=O)Cn2ncc3c(=O)oc4ccccc4c32)c1
-0.12	12	CCN(CC)CCCN=Cc1c(O)n(-c2cccc(C)c2)c(=O)c2ccccc12
0.29	-7	Cc1ccc2[nH]c(=O)c3cc(C(=O)N(C)c4ccccc4C)sc3c2c1
0.047	3	CCC(CC)C(=O)N1N=C(c2ccc(NS(C)(=O)=O)cc2)CC1c1ccccc1 (stereo not given)
1.1	3	Cn1cnnc1SCC(=O)N/N=C/c1ccc(OCC(N)=O)cc1
0.79	4	N#Cc1ccccc1S(=O)(=O)Nc1ccc2c(c1)C(=O)OC2
-1	14	O=C(NCCCN1CCC(Cc2ccccc2)CC1)c1ccc2nc(N3CCOCC3)sc2c1
-1.6	12	COc1cccc(CNC(=O)C(Cc2ccccc2)n2cccc2)c1 (stereo not given)
0.56	-8	CCn1c2c(c(=N)c3ccccc31)CCC2
-0.27	-19	C=CCOC(=O)C1=C(C)OC(N)=C(C#N)C1c1ccco1 (stereo not given)
0.064	7	O=C(NNC(=O)c1csc(-c2cccnc2)n1)Nc1ccc(Cl)cc1
-1.5	11	Cn1nc(C(F)(F)F)c(-c2ccc(Br)cc2)c1NC(=O)c1cccnc1
1.1	22	CC1=Nc2cc(C(=O)NCC3CCCO3)ccc2Sc2ccc(Br)cc21 (stereo not given)
-0.89	2	Cn1nc(-c2ccccc2)cc1NC(=O)Nc1ccc(F)cc1
0.59	14	COc1ccc(C2CC(=O)C(C(c3ccc(O)cc3)C3C(=O)CC(c4ccc(OC)cc4)CC3=O)C(=O)C2)cc1 (stereo not given)
-1.8	17	Cn1cc(/C=N/NC(=O)c2cc3cc(Br)ccc3o2)c2ccccc21
0.39	-3	CCN1CCN(c2nc3ccccc3n3cnnc23)CC1
0.044	1	COC(=O)c1ccc(COc2ccc(/C=N/Nc3cccc(C(=O)O)c3)cc2)cc1
0.94	-18	N/C(=N\OC(=O)C(c1ccccc1)c1ccccc1)c1ccncc1
0.63	-8	COC(=O)c1sc(-c2cccs2)cc1N
0.074	4	COc1ccc(/C=C/C(=O)Oc2cc(O)cc(O)c2)cc1
-0.14	1	O=C1[C@@H]2C(c3cccnc3)=NO[C@@H]2C(=O)N1c1ccc(Br)cc1
-0.93	-17	NC(=NC(=O)c1cccc(C(F)(F)F)c1)c1ccc(C(F)(F)F)cn1
-0.87	-22	NC(=O)NC(=O)COC(=O)/C=C/c1cccs1
0.99	7	NC(=S)N/N=C1\CC(c2ccc3c(c2)OCCCO3)Oc2ccc(F)cc21 (stereo not given)
0.3	6	CN(C)CCNc1nc2sc3c(c2c(=O)n1-c1ccccc1)CCCCC3
-0.11	-1	CC1(C)OC(=O)C(=NNc2ccccc2[N+](=O)[O-])C(=O)O1
-0.58	-10	Cc1ccccc1NC(=O)CSc1nc(O)cc(=O)n1C
0.37	-8	Cc1ccc(NC(=O)C(=O)NCCCN2CCOCC2)c(C)c1
0.037	11	O=C(C1=NNCC1c1ccccc1)C1OC1c1ccccc1 (stereo not given)
-1.5	-11	CN(Cc1ccccc1)C(=O)C1CCC(CNS(=O)(=O)c2cccc3cccnc23)CC1 (stereo not given)
-0.95	-8	OCCNc1nc(-c2ccccc2)nc2c1oc1ccccc12

(continued)
ROMK mod	S1P3 antag	SMILES
1.7	6	CCCCC(=O)Nc1ccccc1CC
0.075	-5	C(=N\Nc1nncn1/N=C/c1ccco1)/c1ccco1
-0.16	-5	CN1C2CCC1CC(NC(=O)c1ccc(Cl)cc1)C2 (stereo not given)
-1.3	1	Cn1cccc1CC(=O)N/N=C/c1ccc(Cl)c([N+](=O)[O-])c1
0.37	-3	O=C(Nc1cccc(Oc2ccc(C(=O)O)c(C(=O)O)c2)c1)c1ccc(-c2ccccc2)cc1
0.96	4	COc1ccc(CNC(=O)CSc2cccc3cccnc23)cc1
-0.93	-7	CSc1nc2nc3c(cc2c(=O)n1-c1ccccc1C)CCCC3
0.67	2	COCCNC(=O)c1cc(Sc2nnc(C)s2)nc2ccccc12
0.094	6	O=C(NNC(=O)c1ccc2nonc2c1)Nc1ccc(Cl)cc1
-0.19	0	O=C(O)C(Oc1ccc2c(-c3ccccc3)cc(=O)oc2c1)c1ccccc1 (stereo not given)
-0.79	-4	Cc1cc(-c2ccc(Cl)cc2Cl)c(C#N)c(=O)[nH]1
-0.75	1	NS(=O)(=O)c1ccc(NNC(=O)c2ccc(F)cc2F)cc1
-0.1	6	O=C(O)c1cc(-c2c[nH]c3ccccc23)nc2cc3ccccc3cc12
0.26	1	CC1=NNC(=O)C1CCC(=O)N/N=C/c1ccc(Cl)cc1Cl (stereo not given)
0.083	-16	CCOC(=O)c1cc2c(nc1N)CCCC2
0.13	-3	Cc1ccccc1N1CCN(C(=S)c2ccc(-c3ccc([N+](=O)[O-])cc3)o2)CC1
-0.96	11	c1ccc(-c2nc3c4ccccc4ccn3c2CN2CCOCC2)cc1
0.57	3	CCCNC(=O)Cc1c(C)oc2ccccc12
0.81	12	O=C(CN1CCN(Cc2ccccc2Cl)C1=O)NCCCN1CCOCC1
-0.049	17	Cc1nc(/C(N)=N/OC(=O)c2c(-c3ccccc3Cl)noc2C)cs1
0.031	-24	O=C(COc1ccc(Cl)cc1Cl)NN1C(=O)C2C3C=CC(C3)C2C1=O (stereo not given)
-0.74	3	O=C(O)CSCC(=O)NCc1c(Cl)cccc1Oc1ccccc1
0.1	3	CC(C)c1ccc(NC(=O)Cn2c(=O)oc3cccnc32)cc1
-0.74	12	c1ccc(-c2nc3c4ccccc4ccn3c2CN2CCCCC2)cc1
0.037	-16	CC(C)(C)NC(=S)N/N=C/c1cccnc1
-0.073	-4	CNC(=O)NNC(=O)c1csc(Cc2c(Cl)sc3ccc(Cl)cc23)n1
-0.27	-7	CCCCNC(=O)NNC(=O)c1cc(C)on1
-0.1	8	O=C(O)/C=C/C(=O)Nc1ccc(Cl)cc1C(=O)c1ccccc1
-0.48	3	Oc1ccc(-c2nc3ccccc3s2)c(O)c1
0.85	0	O=C1/C(=C/c2cccc(Br)c2)SC(=S)N1/N=C/c1cc([N+](=O)[O-])ccc1O
-0.33	-11	O=S(=O)(c1cnc(Cl)c(Cl)c1)N1CCc2ccccc21
-0.37	-2	Cc1nc2ccccn2c1C(=O)N/N=C/c1ccc([N+](=O)[O-])cc1
0.3	3	COc1cc(OC)cc(-c2cc3nc(C)c(CCC(=O)NCc4ccccc4)c(C)n3n2)c1
0.51	-5	Cc1ccc2oc(=O)c3cc(C(=O)N4CCN(C)CC4)sc3c2c1
0.31	2	Cc1nc(C(=O)NNC(=O)Nc2ccc(Cl)cc2)cs1
-0.45	2	CC(=O)Nc1ccc(N(C(=O)CNC(=O)c2ccco2)C(C(=O)NCc2ccco2)c2ccccc2)cc1 (stereo not given)
-2.5	2	CC(/C=C1\SC(=S)N(c2ccc(C(=O)O)cc2)C1=O)=C\c1ccccc1
-0.27	-8	Cc1ccc(S(=O)(=O)CCSc2n[nH]c(=O)n2-c2ccc3c(c2)OCCO3)cc1
0.27	-12	O=S(=O)(NCc1ccco1)c1cnc(Cl)c(Cl)c1
-0.3	0	Nc1nnc(CC(=O)N/N=C/c2ccc(-c3cccc(C(=O)O)c3)o2)s1
0.65	14	COc1cccc(/C=C2\SC(=S)N(C(C(=O)O)c3ccccc3)C2=O)c1OC (stereo not given)
0.8	-5	CNC(=O)C1=C(C)Nc2nc3ccccc3n2C1c1ccc(F)cc1 (stereo not given)
1.2	12	Cc1cc2cc(CNC(=O)C(C)Oc3ccccc3)ccc2n1C (stereo not given)
-0.024	5	Cc1ccc(-c2n[nH]c3c2C(c2ccccc2)N(c2ccc(C(=O)O)cc2)C3=O)cc1 (stereo not given)
-0.14	-16	Cc1ccc(C(=O)Nc2nc3n(n2)C(c2ccccc2)CC(=O)N3)cc1 (stereo not given)
0.58	15	Cc1nc(C(=O)NNC(=O)c2ccc(Cl)cc2)cs1
-0.58	2	N/C(=N\NC(=O)c1ccc(Cl)cc1)c1cnccn1
0.82	8	Cc1nc(-c2ccc(Cl)cc2)sc1C(=O)NNC(=O)C(C)C
-1.4	6	CCCCCCN(C(=O)CCl)c1ccccc1
-1.2	-6	COc1ccc(CN2C(=O)C(C)S/C2=N/N=C/c2ccco2)cc1 (stereo not given)
0.58	-9	CC(C(=O)O)N1CCCCC1 (stereo not given)
0.049	-18	Cc1ccc(OCC(=O)N/N=C/c2cn(C)c3ccccc23)cc1
-0.63	6	CC1S/C(=N/N=C/c2ccco2)N(Cc2ccc(F)cc2)C1=O (stereo not given)
-0.47	-7	COc1ccc(/C=N/NC(=S)NCC2CCCO2)cc1 (stereo not given)
0.42	-3	C=CCn1cc(/C=C2/NC(=O)NC2=O)c2ccccc21
-0.84	-4	N#Cc1nc(/C=C/c2ccccc2)oc1NCCCN1CCOCC1
-0.64	-2	O=C(O)/C=C/C(=O)Nc1ccc(OCc2ccccc2)cc1
